Bioassay records from PubChem BioAssay.
Cneo AK release = causes C. neoformans cell lysis | lysis activity, % at 15 µM | adenylate kinase release luminescence, 4 h; normalised: neutral wells 0, clomiphene wells 100 | 360,000 compounds, 0.2% hits;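 active means mean lysis activity across replicates of at least 80%, whatever share of replicates individually reach that level; inactive means mean lysis activity below 80%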
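Signal: Adenylate kinase release luminescence | Assay system: Log-phase Cryptococcus neoformans yeast cells | Input: Cells at 5 × 10^6 per mL | Buffer or medium: Fresh YPD growth medium | Compound: Single dose | Schedule: Static 4 h at 37 °C with compound, 1 h detection | Controls: Clomiphene | Read-out: Luminescence rise reflecting yeast cell lysis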
Statin myotox sup = suppressors of simvastatin-induced myotoxicity in C2C12 myotubes. rescue of ATP level, % at 7.49 µM. 330,000 compounds, 0.78% hits. AID 602340. ATP luminescence, 48 h; scaled: DMSO 0, geranylgeraniol control 100;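 active means mean ATP rescue above about 67%, or every replicate alone reaching that limit, limit read from the data, passing the limit was not always enough; inconclusive means no clear call, values can overlap the other calls; inactive means mean under the limit and some replicate under it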;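 further: myotubes were challenged with 10 µM simvastatin during compound exposure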
esBAF inh = SWI/SNF esBAF complex inhibition | reporter increase, % at 12.5 µM | 350,000 compounds, 2% hits | mouse ES cells, Bmi1-luciferase knock-in reporter, 24 h; 100% = twice the neutral-well signal; in the data active means activation above about 40%; inconclusive means no clear call, values can overlap the other calls;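 further: 0% = median of the plate's neutral control wells and 100% = double that signal; a rise in the Bmi1 reporter signal indicates esBAF inhibition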
miR122 inh = inhibitors of miR-122 in Huh7 cells. 340,000 compounds, 0.3% hits. activation (reporter increase), % at 12.5 µM. AID 602342. Huh7 miR-122 Renilla luciferase sensor, 48 h; neutral wells = 0, positive control = 100;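 active means mean replicate activation score at least 90 and every replicate individually at or above 90; inconclusive means only one of the two criteria met; inactive means neither criterion met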;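 further: higher luciferase means less miR-122 activity so hits act as miR-122 inhibitors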
ERp5 inh = blocks human ERp5 reductase activity on insulin; ERp5 insulin aggregation, absorbance 650 nm, 90 min; 350,000 compounds, 0.05% hits; Q15084; inhibition, % at 9.99 µM;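 active means mean replicate inhibition above about 25%, with every replicate also reaching it, limit read from the data, passing the limit was not always enough; inconclusive means only one of those two criteria met; inactive means neither criterion met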
Target sequence (Q15084 whole entry, looked up): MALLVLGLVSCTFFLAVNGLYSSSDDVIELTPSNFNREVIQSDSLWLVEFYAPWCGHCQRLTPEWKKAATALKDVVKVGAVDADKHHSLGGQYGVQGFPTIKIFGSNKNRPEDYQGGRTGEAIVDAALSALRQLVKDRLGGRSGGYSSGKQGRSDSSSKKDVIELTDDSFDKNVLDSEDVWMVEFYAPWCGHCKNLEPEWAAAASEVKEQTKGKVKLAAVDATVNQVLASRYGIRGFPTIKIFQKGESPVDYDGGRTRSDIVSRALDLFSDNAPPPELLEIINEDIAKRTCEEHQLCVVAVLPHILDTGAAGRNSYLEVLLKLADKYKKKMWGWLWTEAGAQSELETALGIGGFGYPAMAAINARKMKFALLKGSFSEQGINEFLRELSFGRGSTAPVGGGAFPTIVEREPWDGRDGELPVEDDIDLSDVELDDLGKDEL
ARNT TACC3 PPI = disrupts binding between human ARNT and TACC3. inhibition, % at 9.99 µM. 390,000 compounds, 0.66% hits. AlphaScreen His-ARNT PAS-B/GST-TACC3 binding, luminescence; TACC3 fragment carries E629A point mutation. Q9Y6A5;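 active means mean inhibition of replicates at least 50% and at least half of replicates each reaching 50%; inconclusive means half or more replicates reach 50% but mean below 50%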;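 further: 0% = complete ARNT plus TACC3 wells and 100% = ARNT alone without TACC3; many hits fall short of the cut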
SIRT5 block = sirtuin-5 (human) deacylase inhibition; Q9NXA8; Purified SirT5, succinyl-peptide AMC, trypsin-coupled fluorescence; inhibition, % at 15 µM; 330,000 compounds, 1.1% hits; in the data active means inhibition above about 15%; inconclusive means no clear call, values can overlap the other calls
Target sequence (Q9NXA8 whole entry, looked up): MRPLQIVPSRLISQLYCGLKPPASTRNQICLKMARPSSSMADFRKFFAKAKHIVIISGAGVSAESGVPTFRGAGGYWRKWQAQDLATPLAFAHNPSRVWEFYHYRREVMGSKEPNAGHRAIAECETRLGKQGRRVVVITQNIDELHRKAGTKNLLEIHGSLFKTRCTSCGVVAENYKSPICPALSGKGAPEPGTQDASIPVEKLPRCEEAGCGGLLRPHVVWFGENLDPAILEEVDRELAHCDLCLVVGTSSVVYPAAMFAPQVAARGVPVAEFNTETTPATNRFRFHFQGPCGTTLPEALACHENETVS
An asterisk follows results filed as active; ? = inconclusive; · = not tested or not shown; & = joins results of further samples; [ ] = dose if it differs, or a comment.

Below each compound – Cneo AK release	Statin myotox sup	esBAF inh	miR122 inh	ERp5 inh	ARNT TACC3 PPI	SIRT5 block
> COc1ccccc1N(CC(=O)NC(C)(C)C)C(=O)c1ccc(Cl)nc1
    3	-1	-9	3	4	-10	-2
> COc1ccc(C(=O)Nc2cnn(Cc3c(F)cccc3Cl)c2)cc1OC
    -4	6	26	0	2	-10	-1
> CCCCCCCCNc1ccccc1S(=O)(=O)NCc1ccccc1
    -3	-8	1	72	-1	-20	-1
> O=C(CN1CCN(Cc2ccccc2)CC1)NNC(=O)c1ccc(Cl)cc1
    4	17	1	·	-5	2	-1
> CCc1ccccc1NC(=O)CN(c1ccc(OC)cc1OC)S(=O)(=O)c1ccccc1[N+](=O)[O-]
    ·	·	·	2	9	-1	-2
> COc1ccccc1C(=O)Nc1ccnn1C1CCN(Cc2csc(C(C)=O)c2)CC1
    -1	-33	-2	-4	-2	9	-6
> N#Cc1cccc(-c2ccc3c(c2)[C@H]2[C@H](CCN2Cc2cncnc2)[C@@H](CO)N3)c1
    -13	-1	4	-5[16.7 µM]	·	0	·
> C[C@H](CO)N1C[C@H](C)[C@H](CN(C)C(=O)CCC(F)(F)F)OCCCC[C@H](C)Oc2ccc(NS(=O)(=O)c3cn(C)cn3)cc2C1=O
    -4	·	-1	-1[16.7 µM]	4	-7	3
> Fc1cc(F)cc(NC(=S)Nc2ccccc2N2CCOCC2)c1
    ·	·	·	·	2	2	-2
> O=C(C[C@@H]1C[C@@H]2c3cc(NC(=O)CC4CC4)ccc3O[C@@H]2[C@@H](CO)O1)NCc1cc(F)ccc1F
    -4	-1	7	-5[16.7 µM]	-11	1	-2
> CCOc1ccc(NC(=O)COC(=O)Cc2ccsc2)cc1
    0	-1	7	-7	-2	4	20*
> Cc1ccc(C)c(N(CC(=O)Nc2ccccc2C(=O)NCc2ccco2)S(=O)(=O)c2ccccc2)c1
    1	·	·	47	·	33	·
> S=C(NCc1ccccc1)NNc1ccccc1
    ·	·	·	·	3	2	2
> Cc1ccc(S(=O)(=O)NC2CCCc3ccccc32)cc1C (stereo not drawn)
    0	39	-7	25	·	0	·
> Cc1ccc(S(=O)(=O)Nc2ccc3c(c2)C(=O)N([C@@H](C)CO)C[C@@H](C)[C@H](CN(C)C(=O)C2CCCCC2)OCCCC[C@@H](C)O3)cc1
    -4	·	6	-6[16.7 µM]	1	-6	8
> O=C(/C=C/c1ccc(OCc2c(F)cccc2Cl)cc1)N1CCOCC1
    ·	·	·	·	2	4	-1
> CC(=O)Nc1ccc(S(=O)(=O)N2CCC(NC(=O)C(Cc3ccc(C)cc3)NC(C)=O)CC2)cc1 (stereo not drawn)
    1	-7	-4	·	0	17	-3
> O=C1[C@H](Cc2ccccc2)NCC=CC[C@@H](c2ccco2)N1Cc1ccccc1
    -2	-4	2	0	-3	-7	·
> CS(=O)(=O)N1CCc2cc(NC(=O)c3ccc(Cl)cc3Cl)ccc21
    ·	·	·	·	-5	-2	-3
> O=C(CN(C(=O)Cn1nnc(-c2cccs2)n1)c1ccc2c(c1)OCCO2)NC1CCCCC1
    -1	3	-5	10	·	-11	·
> Cc1c(NS(=O)(=O)c2ccccc2F)c(=O)n(-c2ccccc2)n1C
    1	-2	0	-2	1	-3	-5
> O=S(=O)(NC1CCCCC1NCc1ccco1)c1ccc(Cl)cc1 (stereo not drawn)
    2	2	-5	10	·	-2	·
> CC1CCCCC1N1CCN(C(=O)c2cccc(F)c2)CC1 (stereo not drawn)
    2	-16	8	0	·	-7	·
> COCc1cc(C(C)=O)ccc1OC
    -2	4	-2	·	·	-2	·
> CN(C(=O)CSc1nnc(COc2ccccc2F)n1N)C1CCCCC1
    0	-2	-7	-4	1	-3	1
> Fc1ccc(NC(=S)Nc2nccs2)cc1
    ·	·	·	-6	3	-1	-2
> COCCN(C(=O)COC(=O)COc1ccc2ccccc2c1)c1c(N)n(Cc2ccccc2)c(=O)[nH]c1=O
    0	-1	-5	-6	-1	0	1
> COc1ccc(C(=O)Nc2ccc(S(=O)(=O)Nc3onc(C)c3C)cc2)cc1OC
    1	-1	-2	0	·	18	·
> CC1C2Cn3c(nc4ccccc43)C1N(C(C)C)O2 (stereo not drawn)
    0	5	7	2	-4	-3	·
> C[C@H](NC(=O)C[C@H]1CC[C@@H]2[C@H](COC[C@@H](O)CN2C(=O)Nc2cccc(Cl)c2)O1)c1ccccc1
    -1	-21	5	-10[16.7 µM]	1	-2	-1

Arranged by SMILES length (rising): 5 of the compounds above
Below each compound – Cneo AK release	Statin myotox sup	esBAF inh	miR122 inh	ERp5 inh	ARNT TACC3 PPI	SIRT5 block
> CCCCCCCCNc1ccccc1S(=O)(=O)NCc1ccccc1
    -3	-8	1	72	-1	-20	-1
> COc1ccc(C(=O)Nc2ccc(S(=O)(=O)Nc3onc(C)c3C)cc2)cc1OC
    1	-1	-2	0	·	18	·
> O=C1[C@H](Cc2ccccc2)NCC=CC[C@@H](c2ccco2)N1Cc1ccccc1
    -2	-4	2	0	-3	-7	·
> C[C@H](NC(=O)C[C@H]1CC[C@@H]2[C@H](COC[C@@H](O)CN2C(=O)Nc2cccc(Cl)c2)O1)c1ccccc1
    -1	-21	5	-10[16.7 µM]	1	-2	-1
> C[C@H](CO)N1C[C@H](C)[C@H](CN(C)C(=O)CCC(F)(F)F)OCCCC[C@H](C)Oc2ccc(NS(=O)(=O)c3cn(C)cn3)cc2C1=O
    -4	·	-1	-1[16.7 µM]	4	-7	3

Reformatted field by field: 3 of the compounds above.
CC1CCCCC1N1CCN(C(=O)c2cccc(F)c2)CC1 (stereo not drawn)
  Cneo AK release: 2	Statin myotox sup: -16	esBAF inh: 8	miR122 inh: 0	ERp5 inh: ·	ARNT TACC3 PPI: -7	SIRT5 block: ·
COCc1cc(C(C)=O)ccc1OC
  Cneo AK release: -2	Statin myotox sup: 4	esBAF inh: -2	miR122 inh: ·	ERp5 inh: ·	ARNT TACC3 PPI: -2	SIRT5 block: ·
CN(C(=O)CSc1nnc(COc2ccccc2F)n1N)C1CCCCC1
  Cneo AK release: 0	Statin myotox sup: -2	esBAF inh: -7	miR122 inh: -4	ERp5 inh: 1	ARNT TACC3 PPI: -3	SIRT5 block: 1

Additional compounds follow:
Below each compound – Cneo AK release	Statin myotox sup	esBAF inh	miR122 inh	ERp5 inh	ARNT TACC3 PPI	SIRT5 block
> C[C@@H]1CN([C@H](C)CO)C(=O)c2cc(NC(=O)Cc3ccccc3)ccc2O[C@@H]1CN(C)Cc1ccc(C(=O)Nc2ccccc2N)cc1
    1	·	-27	13[16.7 µM]	5	11	-4
> CCN1C(=O)[C@H]2[C@@H](c3ccc(-c4ccccc4)cc3)N[C@@](Cc3ccccc3)(C(=O)OC)[C@H]2C1=O
    -3	39	3	-11	5	-23	0
> C/C=C/c1ccc2c(c1)O[C@H](CN(C)C(=O)Nc1cccc(F)c1)[C@H](C)CN([C@H](C)CO)S2(=O)=O
    -6	-4	2	-17[16.7 µM]	3	5	5
> COc1cc(/C=C(\C#N)c2nc3c(s2)CC(C)CC3)ccc1O (stereo not drawn)
    -9	-1	?	-2	·	4	·
> COC(=O)c1[nH]c2ccc(C)cc2c1NS(=O)(=O)c1ccc(F)c(C)c1
    -3	-3	16	13	·	-5	·
> CC(C)OC(=O)c1cccc(C(=O)Oc2ccccc2)n1
    0	-3	-1	-3	·	-53	·
> O=C(Nc1ccnn1C1CCN(C(=O)c2cc(Cl)ccc2F)CC1)C1CCOC1 (stereo not drawn)
    0	1	3	0	1	26	0
> C[C@@H]1CN([C@@H](C)CO)C(=O)c2cc(NS(=O)(=O)c3ccccc3)ccc2O[C@H]1CN(C)Cc1ccccc1
    -7	33	0	-7[16.7 µM]	4	-5	-3
> CC(C)(C)c1ccc2oc(=O)cc(-c3cccc(-c4ccc(C(F)(F)F)cc4)c3)c2c1
    4	4	10	3	0	3	-1
> O=C(NC1=NCCS1)c1cc(-c2cccnc2)nc2ccccc12
    ·	·	·	·	4	-2	2
> Cc1cc(C(=O)CSc2nc(N)cc(=O)[nH]2)c(C)n1-c1ccc(OC(F)F)cc1
    24	-36	-18	-2	0	-7	2
> CCN(CC)C(=O)c1ccccc1NS(C)(=O)=O
    1	-5	1	-7	0	-3	3
> CN(C)CCCN1c2ccccc2Sc2ccc(Cl)cc21
    0&13	-11&-1	-5&-2	0&-5	2&8	14&17	-5&-5
> C[C@@H]1CN([C@H](C)CO)C(=O)c2cc(-c3cccnc3)cnc2O[C@H]1CN(C)C(=O)Nc1ccc(C(F)(F)F)cc1
    4	-13	3	4[16.7 µM]	3	-10	-4
> CCOc1ccc(OCC(=O)OCc2csc(CC(=O)Nc3ccccc3C)n2)cc1
    ·	·	·	-3	-7	1	1
> CCOc1cc(C(=O)N2CCN(c3ccccc3)CC2)cc(OCC)c1OCC
    3	2	6	-11	·	-3	·
> CCC(CC)C(=O)Nc1nnc(SCC(=O)NC2CCCCC2)s1
    5	-5	0	3	2	0	1
> CC(=O)N1CCN(CCN=CC2=C(O)CC(c3ccc(Cl)cc3)CC2=O)CC1 (stereo not drawn)
    0	16	-9	0	·	-1	·
> Cc1ccc(CN2CCN(Cc3ccc(OC(C)C)cc3)CC2CCO)o1 (stereo not drawn)
    -1	-3	0	5	2	1	-1
> Cc1cccc(C(=O)N2CCC(=O)N(C(COCc3cccc(C(F)(F)F)c3)Cc3ccccc3)CC2)c1 (stereo not drawn)
    10	-5	-2	3	3	6	-3
> Cc1cc(C)c(S(=O)(=O)Nc2nnc(C(C)C)s2)c(C)c1
    -1	0	-4	1	5	-5	0
> COCCNC(=O)C[C@H]1C[C@H]2c3cc(NS(C)(=O)=O)ccc3O[C@H]2[C@@H](CO)O1
    44	-3	-1	0[16.7 µM]	2	-4	-2
> CS(=O)(=O)Nc1ccc2c(c1)[C@H]1C[C@@H](CC(=O)NCc3ccc(Cl)cc3)O[C@H](CO)[C@H]1O2
    0	1	4	-5[16.7 µM]	1	0	-3
